# Source: PubChem
# AHR activator – human AHR activation | 320,000 compounds, 2.5% hits | P35869 | activation, % at 5 µM | AID 2796 | AHR-responsive luciferase reporter cells, luminescence; in the data active = activation above about 47%;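 note: 0% = vehicle wells and 100% = reference agonist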
# LAP4-GFP MLPCN – alters LAP4-GFP fluorescence in TOR pathway yeast screen; S. cerevisiae LAP4-GFP multiplex, flow cytometry GFP, 3 h; median GFP as percent of DMSO wells; GFP response vs DMSO, % at 10 µM; 320,000 compounds, 0.34% hits;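 active = GFP response vs DMSO above a set limit, about the screen mean plus 3 SD, cut at about 150% in these data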
# RPL19A TOR yeast – yeast TOR pathway RPL19A-GFP modulation. S. cerevisiae RPL19A-GFP strain, flow cytometry, 3 h; stronger effect = lower value. percent response vs DMSO, % at 10 µM. 330,000 compounds, 0.3% hits. AID 2025;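 active = percent response vs DMSO below 50%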;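 note: median channel GFP fluorescence of the barcoded RPL19A-GFP strain; ratio of sample median GFP to plate DMSO average so 100% = DMSO; lower means less RPL19A-GFP as with rapamycin TOR inhibition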
# MEP2-GFP yeast – alters MEP2-GFP fluorescence in TOR pathway yeast screen. S. cerevisiae MEP2-GFP strain, flow cytometry GFP, 3 h; 100% = DMSO control level. GFP response vs DMSO, % at 10 µM. 330,000 compounds, 0.51% hits;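 active = GFP response versus DMSO above a set limit, roughly screen mean plus 3 SD, cut at about 180% in these data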;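 note: median GFP fluorescence of the barcode-gated MEP2-GFP cells per well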
# procasp7 counter – activates human procaspase-7, counter-screen for procaspase-3 activators; P55210; recombinant procaspase-7, Ac-DEVD-pNA absorbance 405 nm; D23A/D198A/D206A triple mutant, cannot self-cleave; scale: DMSO 0, 5 µM enzyme 100; activation, % at 8.5 µM; 330,000 compounds, 0.093% hits; AID 463210;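 active = percent activation above the screen-wide mean plus 3 SD, cut at about 25% in these data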
# Target sequence (P55210 whole entry D23A/D198A/D206A): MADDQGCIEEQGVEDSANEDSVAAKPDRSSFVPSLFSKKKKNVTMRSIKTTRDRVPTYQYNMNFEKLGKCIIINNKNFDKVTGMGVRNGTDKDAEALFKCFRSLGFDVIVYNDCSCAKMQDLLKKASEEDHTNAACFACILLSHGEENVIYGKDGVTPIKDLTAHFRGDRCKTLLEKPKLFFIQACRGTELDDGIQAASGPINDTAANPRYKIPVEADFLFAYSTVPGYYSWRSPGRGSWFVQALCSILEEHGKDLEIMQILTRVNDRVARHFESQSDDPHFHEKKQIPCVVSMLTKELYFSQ
#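 Replicates: singlicate. Assay system: Procaspase-7 triple mutant (PC-7 D3A). Signal: 405 nm absorbance of p-nitroaniline. Times: 1 h preincubation, 2 h reaction. Buffer or medium: Zinc-free HEPES pH 7.4 with 300 mM NaCl, 0.01% Triton X-100. Also added: DEVD-pNA substrate. Benchmarks: DMSO wells as 0%, DMSO with 5 µM added PC-7 as 100%.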
# Yeast superoxide – yeast age-related superoxide inhibition as caloric restriction mimetic | 330,000 compounds, 0.18% hits | S. cerevisiae aged cells, superoxide DHE fluorescence; stronger effect = lower value | superoxide response (% of plate mean), % at 10 µM;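 active = superoxide response under a set limit, about three screen SD below normal, cut at about 65% in these data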;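 note: yeast aged for seven days with compound at 30 °C before DHE staining; 100% = average MFI of all compound-treated wells on the plate with controls excluded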
# procasp3 activ – activates human procaspase-3; 330,000 compounds, 0.11% hits; activation, % at 8.5 µM; recombinant procaspase-3 D3A, Ac-DEVD-pNA absorbance 405 nm;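 active = activation above the mean of all tested compounds plus 3 SD, cut at about 21% in these data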;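 note: 0% = DMSO alone and 100% = DMSO wells spiked with extra 5 µM PC-3 D3A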
# Target sequence (P42574 whole entry D9A/D28A/D175A): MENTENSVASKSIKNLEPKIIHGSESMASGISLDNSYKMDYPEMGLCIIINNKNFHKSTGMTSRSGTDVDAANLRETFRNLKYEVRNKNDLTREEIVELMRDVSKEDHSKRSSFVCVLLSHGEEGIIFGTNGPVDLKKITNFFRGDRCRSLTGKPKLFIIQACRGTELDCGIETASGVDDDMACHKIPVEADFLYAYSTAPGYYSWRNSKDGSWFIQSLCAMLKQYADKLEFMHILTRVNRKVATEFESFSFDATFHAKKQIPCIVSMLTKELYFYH
#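 Technique: 405 nm absorbance of p-nitroaniline, reads at 0 and 120 min; Test system: Procaspase-3 D3A mutant; Incubation: 1 h enzyme-compound preincubation, then 2 h substrate reaction, 25 °C; Repeats: singlicate, each compound tested once; Benchmarks: low control DMSO wells, high control DMSO plus 5 µM PC-3 D3A.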
# JMJD2C inh – human JMJD2C demethylase inhibition; GST-JMJD2C(1-420) H3K9me3 demethylation, DELFIA europium; inhibition, % at 2.35 µM; AID 2099; 330,000 compounds, 0.069% hits;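 active = more than half of a compound's replicate wells show inhibition beyond 50%, single wells judged on their own value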;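 note: signal counts dimethyl H3K9 product captured on neutravidin plate; 0% = median of DMSO wells and 100% = 0.3 times that DMSO median; strong numbers were not always called active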
# Target sequence (Q9H3R0 1-420 limits assumed): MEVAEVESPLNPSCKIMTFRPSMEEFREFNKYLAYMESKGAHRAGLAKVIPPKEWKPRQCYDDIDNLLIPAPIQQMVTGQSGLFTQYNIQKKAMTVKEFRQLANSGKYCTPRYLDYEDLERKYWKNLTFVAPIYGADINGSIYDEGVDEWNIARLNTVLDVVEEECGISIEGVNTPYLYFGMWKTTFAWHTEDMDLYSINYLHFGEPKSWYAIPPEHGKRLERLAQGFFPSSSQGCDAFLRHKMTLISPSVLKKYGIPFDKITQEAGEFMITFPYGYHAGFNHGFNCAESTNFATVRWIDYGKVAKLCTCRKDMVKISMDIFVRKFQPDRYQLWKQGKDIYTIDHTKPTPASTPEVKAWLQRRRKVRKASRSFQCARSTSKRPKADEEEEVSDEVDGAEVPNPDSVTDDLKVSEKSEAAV
# * hit, by the source's call; x = no result given; [ ] = dose if it differs, or a comment.
SMILES,RPL19A TOR yeast,JMJD2C inh,Yeast superoxide,AHR activator,procasp7 counter,MEP2-GFP yeast,procasp3 activ,LAP4-GFP MLPCN
COc1cccc(NC(=O)C2CCN(S(=O)(=O)c3ccc4[nH]c(=O)oc4c3)CC2)c1,100,-10,105,-1,-5,98,4,102
CCCS(=O)(=O)N1CCCC(C(=O)NC(C)c2ccc3c(c2)OCCO3)C1 (stereo not given),97,-7,103,-1,-5,99,2,94
O=c1c[n+]([O-])c2ccccc2n1OCc1ccccn1,108,17,102,45,0,108,1,107
COc1cc(OC)cc(-c2n[nH]c(=S)n2-c2cc(OC)ccc2OC)c1,107,-9,114,1,-11,104,-17,82
COC(=O)CCCC1=CC2=CC(=O)C(C)(OC(=O)c3cccs3)C(=O)C2=CN1C1CCCC1 (stereo not given),98,-1,106,-1,-6,92,1,108
Cc1ccc(Sc2ncccc2C(=O)O)cc1,100,4,100,1,4,98,-8,92
COC(=O)c1ccc2c(=O)n(Cc3ccc4c(c3)OCO4)c(SCC(=O)N3CCCC3)nc2c1,101,-7,103,-1,-1,102,5,101
CC(C)(C)[C@H]1C=C(C(=O)NCc2nc3ccccc3[nH]2)O[C@@H](OCCCCO)C1,x,-3,x,3,3,x,3,x
Nc1cc(=O)[nH]c(=S)n1-c1ccccc1,93,-4,106,1,-3,100,0,104
C=CCNC(=O)NC(=O)COC(=O)[C@H](C)NS(=O)(=O)c1c(C)c(C)cc(C)c1C,106,6,112,1,-2,103,5,113
C=CCN(CC=C)C(=O)C1CC(=O)N(c2ccc(Br)cc2)C1 (stereo not given),99,-19,88,11,9,98,0,97
CCSc1nnc(NC(=O)CSc2nnc(C)c(=O)n2N)s1,95,-2,92,7,0,98,1,101
O=C(Nc1ccccc1C(=O)N/N=C/c1ccco1)c1ccc(Cl)cc1,110,-3,91,87*,6,110,11,85
O=c1c2ccccc2ncn1CCCSc1ccc(Cl)cc1,100,-25,106,-2,11,98,3,112
CCCC(=O)NCc1ccc2c(c1)cc(C)n2C,94,-1,101,6,-9,107,-3,119
CCc1nnc(NC(=O)c2cc(-c3ccccn3)nc3ccc(Br)cc23)s1,106,-5,101,49*,4,102,-4,109
O=C(NCC(c1cccs1)N1CCOCC1)c1cc(=O)[nH]c2ccccc12 (stereo not given),103,6,96,5,17,106,-2,105
CC(C)=CCN1CCN(CCC2=C(C)CCCC2(C)C)CC1CCO (stereo not given),103,4,95,-3,-2,112,-5,106
CCOc1ccccc1OCCCC(=O)N1CCN(S(=O)(=O)c2ccc(Cl)cc2)CC1,91,-12,97,1,6,91,6,92
CCS(=O)(=O)C(=C1Nc2ccccc2N1)S(=O)(=O)CC,97,-2,110,1,4,110,4,100
Cc1cccc(Sc2nc(-c3ccccc3)ncc2C(=O)O)c1,106,6,110,15,7,105,2,103
O=C1CC(C(=O)N2CCOCC2)C2(CCCC2)O1 (stereo not given),97,15,91,-2,2,98,8,112
Cc1[nH]c2ccccc2c1C(Nc1nccs1)c1ccncc1 (stereo not given),100,2,98,10,-6,102,3,104
O=C(N1CCOCC1)C(F)(F)C(F)(F)C(F)(F)C(F)(F)C(=O)N1CCOCC1,106,-10,97,0,11,110,6,103
Nn1c(SCC(=O)Nc2ccc(N3CCOCC3)cc2)nnc1-c1ccccc1F,96,2,99,4,1,96,6,96
Cc1ccc(N(Cc2cc3ccc(C)cc3[nH]c2=O)C(=O)c2cccs2)cc1,95,0,90,3,4,94,0,98
O=[N+]([O-])c1cccc(/C=N/Nc2nc(NCc3ccccc3)nc(N3CCOCC3)n2)c1,x,6,112,34,3,x,14,x
FC(F)(F)c1cc(CO[C@@H]2CCCN[C@@H]2c2ccccc2)cc(C(F)(F)F)c1,102,6,92,-1,8,94,5,103
COC(=O)C1=C(C)NC=C([N+](=O)[O-])C1c1ccc(OC)cc1 (stereo not given),104,8,103,4,6,99,-6,90
C=CCN1C(=O)C(CC(=O)NCC)SC1=Nc1ccccc1OC (stereo not given),103,-5,108,3,-1,109,-1,96
COC(=O)c1ccccc1NS(=O)(=O)c1ccc2c(c1)oc(=O)n2C,105,0,101,1,-1,103,-8,95
CCc1ccccc1NCC(=O)Nc1ccccc1C(=O)OC,110,1,67,20,4,103,7,100
CN(Cc1ccccc1)C(=O)CN1CCN(S(=O)(=O)c2ccc(Cl)c(Cl)c2)CC1,91,-2,109,0,-1,91,4,96
c1ccc(-c2nccc(-c3ccc(-n4cnc5ccccc54)cc3)n2)nc1,96,12,96,-6,11,94,0,95
Cc1nn(-c2ccccc2)c(C)c1C(=O)OCC(=O)Nc1cccc(S(N)(=O)=O)c1,96,0,85,2,13,96,-4,93
Cc1ccc(CSCC(=O)N(C)CC(=O)Nc2ccc(Br)cc2C)cc1,104,-2,106,3,6,107,-2,107
CNC(=O)c1ccccc1NC(=O)c1ccc(C)c(S(=O)(=O)N2CCCCC2)c1,94,0,104,7,-4,94,9,106
CCOC(=O)C1=C(C)NC(=O)NC1c1ccccc1Cl (stereo not given),104,-4,98,1,6,103,8,105
O=C(CCN1C(=O)C2C3C=CC(C3)C2C1=O)NCCc1ccccc1 (stereo not given),104,11,120,10,-8,106,0,106
COC(=O)Cc1cnc(NC(=O)CSc2nc(C(C)C)cc(=O)[nH]2)s1,107,2,96,0,12,112,5,114
COc1ccc(NC(=O)CSc2nc3ccccc3nc2N2CCCCC2)cc1,100,-1,111,-3,9,101,9,104
COc1cc(-c2noc(C)c2/C=C/c2ccc(C(=O)O)cc2)cc(OC)c1OC,90,0,121,18,-11,88,4,140
Cc1ccc(S(=O)(=O)N2CCN(C(=O)CSc3ccccn3)CC2)c(C)c1,93,-1,104,3,-2,100,4,112
S=c1[nH]nc(C23CC4CC(CC(C4)C2)C3)n1Cc1ccco1,65[may fluoresce violet],10,106,-2,-17,166[may fluoresce violet],-22,97[may fluoresce violet]
O=C(O)c1cc(N2C(=O)C3CCCCC3C2=O)ccc1NCc1cccnc1 (stereo not given),101,3,101,-2,0,112,-5,108
Cc1ccc2c(ccn3cc4c(c(=O)n(C)c(=O)n4C)c23)c1,97,0,83,6,2,93,5,87
COc1ccc(NS(=O)(=O)c2cc(NC(=O)CC3CCCC3)ccc2N2CCOCC2)cc1,107,3,117,1,3,108,3,95
O=C(CCCCCN1C(=O)c2cccc3cccc(c23)C1=O)N1CCOCC1,104,4,98,-4,-9,101,5,92
CC1=CC=CC2=N/C(=N\S(=O)(=O)c3ccc(F)cc3F)c3ccccc3CN12,97,27,87,69*,6,104,5,99
Cc1ncc(CSc2nc3ccccc3[nH]2)c(N)n1,96,14,103,-4,3,106,-1,102

# Continued:
SMILES,RPL19A TOR yeast,JMJD2C inh,Yeast superoxide,AHR activator,procasp7 counter,MEP2-GFP yeast,procasp3 activ,LAP4-GFP MLPCN
CN1c2ccccc2C(=O)/C(=C\Nc2ccc(F)cc2F)S1(=O)=O,98,-24,107,4,9,101,8,110
O=C(N/N=C/c1ccccc1OC(=O)c1ccc2c(c1)OCO2)c1ccccc1,112,10,108,3,-8,98,2,84
CC(C)C(C)NC(=O)COc1ncnc2sccc12 (stereo not given),96,4,92,0,5,93,-4,88
CCOC(=O)CC(NC(=O)c1cc2cc(Cl)cc(Cl)c2oc1=O)c1cccc([N+](=O)[O-])c1 (stereo not given),105,-7,98,0,-2,85,4,87
Cc1sc2ncn(CC(=O)N3CCOCC3)c(=O)c2c1-c1ccccc1,97,151,110,2,-2,100,3,103
Cc1c(N2C(=O)/C(=C\c3ccccc3O)SC2=S)c(=O)n(-c2ccccc2)n1C,95,-4,100,4,-31,96,-21,170*
O=C(N/N=C/c1cn(-c2ccccc2)nc1-c1cccnc1)c1cccnc1,97,5,67,20,-4,99,7,98
O=C(c1ccc(-n2cncn2)c([N+](=O)[O-])c1)N1CCN(S(=O)(=O)c2cccc(F)c2)CC1,98,3,96,-1,15,93,0,99
O=C(COc1ccc2c3c(c(=O)oc2c1)CCC3)NCCN1CCOCC1,96,64,115,4,1,97,-1,85
COc1ccc(C(=O)OCC(=O)NC(=O)NC2CCCC2)cc1OC,94,x,82,0,8,95,2,95
COc1ccccc1CN(C)CC(=O)Nc1cccc2ccccc12,105,17,104,4,0,104,8,94
N#Cc1ccsc1NC(=O)COc1ccc(-c2nnco2)cc1,100,29,97,25,5,104,-3,89
COc1ccc2c(c1)CCc1c(C(=O)NCCc3ccc(OC)c(OC)c3)noc1-2,101,-34,89,-2,11,106,2,105
O=[N+]([O-])c1cc(S(=O)(=O)Nc2cccc(Cl)c2)ccc1N/N=C/c1ccc(N2CCOCC2)cc1,101,1,106,-1,-6,99,7,108
CCS(=O)(=O)N1CCN(c2ccc([N+](=O)[O-])c(NCC3CCCO3)c2)CC1 (stereo not given),92,-2,98,6,-18,90,1,95
Cc1ccc(S(=O)(=O)N2CCN(C(C)C)CC2)cc1,102,6,111,4,0,103,-5,97
CC(C)CCOP(=O)(c1ccc(N(C)C)cc1)C(O)c1ccc(N(C)C)cc1 (stereo not given),110,0,82,2,7,113,4,101
COc1ccccc1N1CCN(c2nc3ccccc3nc2C(C#N)C(=O)OC(C)C)CC1 (stereo not given),102,6,86,0,8,103,8,109
CC(=O)c1cc(C#N)c(SCC(=O)OC(C)C)nc1C,109,5,93,0,2,90,-4,96
O=C(NCc1ccc(F)cc1)C(c1ccc(Cl)cc1)N(C(=O)c1csnn1)C1CC1 (stereo not given),98,3,96,1,-3,106,0,99
COc1ccc(C2N(c3cc(Cl)ccc3OC)C(=O)C3CCCN32)cc1OC (stereo not given),102,1,97,-1,19,108,0,107
CCc1ccc(Nc2nnc(SCC(=O)Nc3ccc(C(=O)O)cc3)s2)cc1,100,-14,98,-2,-3,104,4,102
CC1CCCCN1C(=O)COc1ccc(NC(=O)c2ccco2)cc1 (stereo not given),98,1,95,-3,1,99,-4,100
O=C(COc1ncnc2ccccc12)NC(=O)NCc1ccccc1,103,-11,93,1,7,109,0,105
O=C(OCC(=O)N1CCN(S(=O)(=O)c2ccccc2)CC1)c1ccc([N+](=O)[O-])o1,98,2,128,1,-2,90,-2,98
Cc1cc(NC(=O)c2ccc(Cl)c([N+](=O)[O-])c2)no1,104,4,82,0,3,101,2,118

# Ordered by molecular weight (largest number first): some entries from above
SMILES,RPL19A TOR yeast,JMJD2C inh,Yeast superoxide,AHR activator,procasp7 counter,MEP2-GFP yeast,procasp3 activ,LAP4-GFP MLPCN
O=[N+]([O-])c1cc(S(=O)(=O)Nc2cccc(Cl)c2)ccc1N/N=C/c1ccc(N2CCOCC2)cc1,101,1,106,-1,-6,99,7,108
O=C(c1ccc(-n2cncn2)c([N+](=O)[O-])c1)N1CCN(S(=O)(=O)c2cccc(F)c2)CC1,98,3,96,-1,15,93,0,99
Cc1c(N2C(=O)/C(=C\c3ccccc3O)SC2=S)c(=O)n(-c2ccccc2)n1C,95,-4,100,4,-31,96,-21,170*
COc1ccc2c(c1)CCc1c(C(=O)NCCc3ccc(OC)c(OC)c3)noc1-2,101,-34,89,-2,11,106,2,105

# Outcome played no part in choosing rows; any-hit rate near 3.8%.
